Mito fusion yeast = qHTS Assay for Small Molecule Inhibitors of Mitochondrial Division or Activators of Mitochondrial Fusion. 320,000 compounds, 0.23% hits. S. cerevisiae fusion-defective mutant growth rescue, CellTiterGlo 48 h. Potency, µM (top dose mostly 46.1 µM), for inactives: at the highest dose growth rescue (activation), most hits filed as activators. AID 485298, 2010;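 also: potency is read from the fitted curve at half-maximal effect; % of control where 0% means no effect; nearly all actives have a fitted effect of over 45% in size; temperature-sensitive fusion mutants such as fzo1-1 at 37 °C on non-fermentable ethanol glycerol medium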
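S. cerevisiae fusion-defective temperature-sensitive mutants (e.g. fzo1-1, mgm1-5) grown 48 h at 37C in YPEG (ethanol/glycerol non-fermentable) medium with 23 nl compound per well; growth rescue read as CellTiterGlo luminescence.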
Menin MLL FP TR = qHTS Assay for Inhibitors Targeting the Menin-MLL Interaction in MLL Related Leukemias: Competition With Texas Red Labeled MLL-derived Mutant Peptide. O00255. Menin + Texas Red MLL mutant peptide, fluorescence polarization. Potency, µM (series often up to 61.6 µM), inactives show at the top dose FP activity change, negative = inhibition, hits mostly inhibitors. 270,000 compounds, 0.23% hits. AID 1768, 2009; active = well fitted inhibition curve with a large enough effect in the polarisation, with a control signal flat, not every such curve was filed as active; inconclusive = small, poorly fitted or top-dose-only effect, or effect the other way, or a change in a side signal; inactive = no such curve, though single readings can be large or run the other way; the % refers to the polarisation; also: potency is read from the fitted curve at half-maximal effect; % of control where 0% means no effect; many of its hits are not listed in these tables
Target sequence (O00255 whole entry, looked up): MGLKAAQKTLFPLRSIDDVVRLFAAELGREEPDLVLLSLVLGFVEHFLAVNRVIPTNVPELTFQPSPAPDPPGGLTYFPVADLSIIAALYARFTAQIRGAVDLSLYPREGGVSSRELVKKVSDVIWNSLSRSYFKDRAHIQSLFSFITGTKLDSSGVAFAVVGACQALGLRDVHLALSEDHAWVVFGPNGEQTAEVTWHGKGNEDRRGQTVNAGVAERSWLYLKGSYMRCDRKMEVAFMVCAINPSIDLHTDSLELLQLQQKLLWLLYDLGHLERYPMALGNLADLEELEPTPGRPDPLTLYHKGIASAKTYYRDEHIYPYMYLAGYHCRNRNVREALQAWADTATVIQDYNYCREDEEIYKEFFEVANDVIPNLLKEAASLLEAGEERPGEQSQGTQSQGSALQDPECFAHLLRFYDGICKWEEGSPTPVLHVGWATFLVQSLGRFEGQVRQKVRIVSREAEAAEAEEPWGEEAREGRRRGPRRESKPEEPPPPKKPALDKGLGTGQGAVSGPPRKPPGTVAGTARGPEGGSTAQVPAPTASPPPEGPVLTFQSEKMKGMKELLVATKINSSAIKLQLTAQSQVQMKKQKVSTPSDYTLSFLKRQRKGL
USP2a block = qHTS Assay for Inhibitors of Ubiquitin-specific Protease USP2a Using CHOP2 as the Reporter | 330,000 compounds, 0.01% hits | USP2 core, Ub-CHOP2 coupled fluorogenic reporter, 485/531 | AID 463254, 2010 | Potency, µM (series often up to 38.3 µM), without a hit: at the top dose activity change, negative = inhibition, actives largely listed as inhibitors;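 also: potency is read from the fitted curve at half-maximal effect; plate controls were DMSO wells for no effect and full inhibition by NEM control for full effect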
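Cell-free coupled assay: 10nM USP2 core preincubated 30min RT with compound in Tris-HCl pH 8.0/CaCl2/CHAPS buffer, then 25nM Ub-CHOP2 and 25nM reporter substrate; fluorescence (Ex 485/Em 531) read after 60min RT, normalized to NEM inhibition, concentration-response curves fitted.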
PKM2 act = qHTS Assay for Activators of Human Muscle isoform 2 Pyruvate Kinase; Pyruvate kinase PKM (Homo sapiens), P14618; purified PKM2, Kinase-Glo ATP luminescence, activation; response scale: 0% is enzyme alone, no compound; Potency, µM (top dose mostly 57.5 µM), for the others: top-dose activation, usual class: activators; 260,000 compounds, 0.34% hits; AID 1631, 2009; also: potency is read from the fitted curve at half-maximal effect; % is scaled to controls: 0 for no effect and ±100 for the full control effect; nearly all actives have a fitted effect of over 55% in size
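Purified hPK-M2 (>95% pure) converted ADP (0.1 mM final) to ATP with 0.5 mM PEP in 50 mM imidazole pH7.2, KCl, MgCl2, Tween 20, BSA; 1 h at room temperature. ATP detected by Kinase-Glo luminescence.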
MBNL1 CUG block = qHTS Assay for Inhibitors of MBNL1-poly(CUG) RNA binding | Muscleblind-like protein 1 (Homo sapiens), Q9NR56 | TR-FRET MBNL1-His/biotin-(CUG)12 binding, 665/545 ratio | Potency, µM (doses to about 57.5 µM), without a hit: at the highest dose activity change, negative = inhibition, hits mostly inhibitors | 280,000 compounds, 0.036% hits; active = well fitted inhibition curve with a large enough effect in the signal ratio, with a control signal flat, not every such curve was filed as active; inconclusive = small, poorly fitted or top-dose-only effect, or effect the other way, or a change in a side signal; inactive = no such curve, though single readings can be large or run the other way; the % refers to the signal ratio; also: potency is read from the fitted curve at half-maximal effect; % is scaled to controls: 0 for no effect and ±100 for the full control effect
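TR-FRET between His-tagged MBNL1 and biotin-(CUG)12 RNA, detected with Tb anti-His antibody (0.055 ng/ul) and streptavidin-XL665 (5 nM), 60 min at room temperature. Compounds titrated 92 nM to 58 uM; 665/545 nm ratio normalized to buffer and complex controls.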
GALK inhibitor = qHTS Assay for Inhibitors of Human Galactokinase (GALK); P51570; Purified GALK, Kinase-Glo residual ATP luminescence; Potency, µM (highest dose often 57.5 µM), for inactives: at the top dose activity change, negative = inhibition, usual class: inhibitors; 270,000 compounds, 0.007% hits; AID 1868, 2009; also: potency is read from the fitted curve at half-maximal effect; % is scaled to controls: 0 for no effect and ±100 for the full control effect
Target sequence (P51570 whole entry, looked up): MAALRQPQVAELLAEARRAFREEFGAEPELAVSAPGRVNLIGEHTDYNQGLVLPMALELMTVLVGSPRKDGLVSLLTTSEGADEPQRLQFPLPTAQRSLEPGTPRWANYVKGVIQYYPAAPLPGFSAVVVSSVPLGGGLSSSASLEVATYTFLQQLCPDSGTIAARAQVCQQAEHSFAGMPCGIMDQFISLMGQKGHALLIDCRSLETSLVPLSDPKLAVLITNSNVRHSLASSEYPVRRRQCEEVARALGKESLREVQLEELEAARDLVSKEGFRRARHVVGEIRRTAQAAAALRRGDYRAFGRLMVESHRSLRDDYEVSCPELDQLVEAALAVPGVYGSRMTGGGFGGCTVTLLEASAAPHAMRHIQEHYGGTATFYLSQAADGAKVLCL
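The enzyme phosphorylates galactose (100 uM) using ATP (35 uM); inhibition is detected as higher residual ATP, quantified by bioluminescence after 1 h reaction at room temperature, pH 8.0.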
Eya2 phos inh = qHTS Assay for Inhibitors of the Phosphatase Activity of Eya2; Protein phosphatase EYA2 (Homo sapiens), O00167; recombinant Eya2, OMFP fluorescence dephosphorylation (OMFP is methylfluorescein phosphate); Potency, µM (doses to about 76.9 µM), without a hit: at the highest dose activity, negative = inhibition, actives largely listed as inhibitors; 330,000 compounds, 0.006% hits; also: potency is read from the fitted curve at half-maximal effect; % is scaled to controls: 0 for no effect and ±100 for the full control effect
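Eya2 protein (added as 0.2 uM solution) was preincubated with compound for 10 min at ambient temperature in 50 mM HEPES pH 7.5, 50 mM NaCl, 5 uM MgCl2, 0.05% BSA, 1 mM DTT. OMFP (added at 50 uM) then reacted 10 min; fluorescence read at 485/525 nm.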
Chronic BCR inh = qHTS Assay to Find Inhibitors of Chronic Active B-Cell Receptor Signaling; AID 493014, 2011; ABC-DLBCL IkBa-CBG/CBR reporter, luminescence ratio, 4 h; 340,000 compounds, 0.05% hits; Potency, µM (series often up to 46.1 µM), for the others: top-dose ratio change, negative = lower green/red ratio, actives largely listed as inhibitors; active = well fitted inhibition curve with a large enough effect in the signal ratio, with a control signal flat, not every such curve was filed as active; inconclusive = small, poorly fitted or top-dose-only effect, or effect the other way, or a change in a side signal; the % refers to the signal ratio;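 also: potency is read from the fitted curve at half-maximal effect; plate controls were basal doxycycline-induced cells for no effect and cells given 10 µM MG132 for full effect; MG132 reads +100%, hits lower the ratio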
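Concentration-response series (up to 46 uM) were applied to TMD8 dual-reporter cells for 4 h at 37C with doxycycline. Green/red ratio, after filter-overlap correction, defined %Activity; red signal alone was normalised to basal cells and zero luminescence.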
ASM inhibitor = Inhibitors of Secretory Acid Sphingomyelinase (S-ASM): qHTS; Sphingomyelin phosphodiesterase (Homo sapiens), P17405; 340,000 compounds, 0.006% hits; Potency, µM (series often up to 57.5 µM), for the others: top-dose activity change, negative = inhibition, hits mostly inhibitors; placental ASM, HMU-PC fluorogenic substrate, 60 min; also: potency is read from the fitted curve at half-maximal effect
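Fluorescence read-out (Ex 386 nm, Em 447 nm) after stopping the reaction at pH 10. Enzyme: ASM from human placenta; substrate HMU-PC0, 9 uM final; 60 min, 37 °C. Compound preincubation 10 min, ambient temperature.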
KCNH2 WT inh = qHTS for Inhibitors of KCHN2 3.1: Wildtype qHTS; Voltage-gated inwardly rectifying potassium channel KCNH2 (Homo sapiens), Q12809; U2OS, BacMam KCNH2, thallium flux FluxOr; stronger effect = lower value; activity change, % at 1.84 µM; 340,000 compounds, 0.37% hits;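 active = maximum activity change below -70%; inconclusive = maximum activity change between -70% and -50%; inactive = maximum activity change above -50%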; also: % is scaled to controls: 0 for no effect and ±100 for the full control effect
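U2OS cells transduced with wild-type KCNH2 virus are loaded with FluxOr dye for 45 min, and thallium flux is measured in kinetic reads before and after stimulation buffer. Rate constants are normalized to DMSO controls.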
TSHR antag = Antagonists of the Thyroid Stimulating Hormone Receptor: HTS campaign | TSHR-expressing cells, TSH-stimulated cAMP HTRF, 2 h; stronger effect = lower value | Thyrotropin receptor (Homo sapiens), P16473 | 330,000 compounds, 0.2% hits | activity change, negative = inhibition, % at 11.5 µM;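 active = activity change below a set negative limit, meaning inhibition stronger than a set level, cut at about -70% in these data; inconclusive = activity change between two set negative limits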; also: % is scaled to controls: 0 for no effect and ±100 for the full control effect
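Antagonism was scored as loss of TSH-driven cAMP in TSHR cells, stimulated with 4nM TSH (EC80) for 2 hours at 37 deg C and detected by homogeneous HTRF competition immunoassay.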
An asterisk follows results filed as active; ? = inconclusive; / = not tested or not shown; [ ] = dose if it differs, or a comment. Unless noted, calls follow the shape of the dose curve; as a rule, active = well fitted curve in the direction sought with a large enough effect; inconclusive = small, poorly fitted or top-dose-only effect, or another doubt; inactive = no such curve, though single readings can be large; an effect the other way counts as inactive or inconclusive.

SMILES | Mito fusion yeast | Menin MLL FP TR | USP2a block | PKM2 act | MBNL1 CUG block | GALK inhibitor | Eya2 phos inh | Chronic BCR inh | ASM inhibitor | KCNH2 WT inh | TSHR antag
CCOc1ccc(NC(=O)Cc2ccc(NC3=NC4CS(=O)(=O)CC4S3)cc2)cc1 (configuration not stated) | 0.7% | ? | 2.9% | -2.9% | 5.6% | / | -1.2% | -20.3% | 6.1% | 1.4 | 2.1
CCCC(=O)NC(NC(=S)Nc1c(C)n(C)n(-c2ccccc2)c1=O)C(Cl)(Cl)Cl (configuration not stated) | 1.5% | -28.5% | 0.3% | 6.9% | -6.4% | 0.2% | -15.4% | 9.1% | 0.0% | -1.4 | 2.1
Cc1cccc(-n2c(O)c(/C=N/NC(=O)c3ccccc3Cl)c3ccccc3c2=O)n1 | -21.0% | -1.8% | 4.0% | -9.2% | ? | -2.3% | -6.2% | ? | 40.1%[activator] | -2.8 | 0.7
O=C(COC(=O)c1cnccn1)c1ccc(C2CCCCC2)cc1 | 0.3% | -2.3% | 1.2% | / | 4.0% | 0.3% | -14.1% | -5.4% | 11.7% | -5.0 | -9.1
COc1ccc(F)cc1S(=O)(=O)NCCCn1ccnc1 | 0.6% | -1.2% | -0.6% | -1.0% | 6.6% | 5.4% | -5.5% | 1.1% | -1.2% | 1.7 | 11.5
CCOC(=O)c1ccc(NCc2nc3ccccc3n2C)cc1 | -4.7% | 11.4% | 0.1% | -10.8% | -1.9% | 2.4% | -14.9% | 5.0% | 0.0% | 9.2 | 7.9
CCN1C(c2ccc(F)cc2)=CS/C1=C(\C#N)c1nnc2n1-c1ccccc1SC2 | 9.1% | -0.5% | -0.2% | 1.2% | 8.1% | 1.2% | -10.9%[15.4 µM] | ? | -9.1% | -1.6 | -22.0
CC1CCCCN1C(=O)Cn1c(=O)n(-c2ccc(F)cc2)c(=O)c2sccc21 (configuration not stated) | -18.9% | -0.8% | 3.3% | 0.0% | -14.7% | 1.6% | 5.0% | 11.0% | -0.5% | -9.1 | 18.2
O=C(CSc1ccccc1)Nc1ccc(N2CCOCC2)c(F)c1 | -11.2% | / | 1.7% | -1.6% | -18.9% | 4.3% | 10.3% | 6.5% | 3.3% | 6.1 | 26.7
CN(CCC1CCCCO1)C(=O)CCc1nnc(Cc2c[nH]c3ccccc23)o1 (configuration not stated) | 2.9% | / | -0.2% | -5.7% | 1.3% | -1.1% | -10.7% | -2.1% | 4.1% | -1.5 | -10.8
O=C(Cc1cccs1)Nc1nncs1 | -0.6% | -18.7% | -1.2% | 0.8% | 3.6% | -1.1% | 8.3% | ? | 1.2% | 1.1 | -0.2
Cc1ccnc(SCC(=O)c2ccc(Br)cc2)c1C#N | / | 16.1% | -9.6% | 1.1% | 17.2%[11.5 µM] | / | -11.8% | ? | -10.7% | 8.3 | 0.2
CCCn1c(SCC(=O)NCCc2ccc(OC)c(OC)c2)nc2c1c(=O)n(C)c(=O)n2C | 1.8% | -3.4% | 0.2% | 12.9% | -2.0% | 3.1% | 10.3% | 2.0% | -1.2% | -1.1 | -1.3
Cn1cc(SCC(N)=O)c2ccccc21 | -1.8% | 0.8% | -0.3% | 1.1% | -3.3% | 0.1% | 9.1% | ? | 0.5% | -5.6 | 16.0
O=C(c1nn2cccnc2c1Cl)N1CCN(c2ccccc2)CC1 | 3.3% | -15.7% | -1.0% | 0.2% | 0.8% | -2.2% | 1.0% | -1.6% | 0.8% | -3.0 | 1.2
COc1cc(C2CC(=O)Oc3cc(OC)c(OC)c(OC)c32)cc(OC)c1OC (configuration not stated) | / | / | -0.2% | / | / | / | 4.6% | ? | -6.0% | 0.9 | -21.5
CN(C)CCCN(C(=O)c1cccs1)c1nc(-c2ccccc2)cs1 | -0.8% | -9.8% | 0.0% | -0.4% | -2.3% | 0.3% | 4.0% | -2.2% | -0.7% | 66.3 | 1.5
O=C(N[C@@H]1CCC(=O)N(CC[C@H](Oc2ccccc2)c2ccccc2)CC1)OCc1ccccc1 | -4.7% | 9.3% | -9.4% | 2.6% | -1.4% | / | -10.1% | ? | 3.9% | -13.9 | -4.1
CCN(CC(=O)Nc1ccc(NC(C)=O)cc1)C(=O)/C=C/c1ccco1 | -1.6% | / | -0.3% | / | / | / | 3.7% | -1.2% | / | -2.5 | 0.6
Cc1nn(-c2ccccc2)c(C)c1/C=N\NS(=O)(=O)c1ccc(Cl)cc1 | 13.6% | 5.4% | 0.7% | -0.2% | -5.1% | -0.8% | 3.9% | -4.2% | ? | -18.5 | -7.0
O=[n+]1c2c(n([O-])c3c1CCCC3)CCCCC2 | 2.6% | 1.2% | 2.3% | 78.2% | 2.9% | 3.5% | -0.5%[15.4 µM] | 4.0% | 1.1% | -5.4 | 0.6
CN(C(=O)/C=C/c1ccc([N+](=O)[O-])s1)c1ccccc1 | 0.8% | -21.7% | -1.4% | -3.9% | ? | 6.3% | -8.9% | ? | -5.0% | 30.2 | -0.6
Cc1ccc(N2CC(C(=O)Nc3ccc(S(=O)(=O)N4CCCC4)cc3)CC2=O)cc1C (configuration not stated) | 0.2% | 15.0% | -3.1% | / | -4.5% | 1.2% | ? | 8.0% | -0.6% | -1.1 | -9.2
O=C(NCc1nc2ccccc2[nH]1)c1ccco1 | -5.0% | -1.2% | 0.7% | 10.5% | 3.9% | -0.1% | 11.9% | 4.3% | 3.2% | 6.3 | -4.8
CCOC(=O)C1CCCN(S(=O)(=O)c2ccc3c4c(cccc24)C(=O)N3CC)C1 (configuration not stated) | 11.6% | / | -0.3% | / | / | / | -11.1% | -1.4% | / | 4.3 | -44.3
Cn1c(N)c(C(=O)COC(=O)C2CC(O)CN2S(=O)(=O)c2ccc(Cl)cc2)c(=O)n(C)c1=O (configuration not stated) | 1.3% | / | -2.8% | 2.9% | -1.5% | 0.5% | -11.7% | -9.3% | 5.5% | 0.3 | -3.0
CCC1C(=O)C[C@H]2CCN3C(=O)CCCC1C23 (some centres not stated) | / | -1.4%[138 µM] | 2.3% | / | / | / | -7.4% | ? | 3.1% | -14.7 | -2.1
CC1Cc2ccccc2N1C(=O)COC(=O)c1c2c(nc3ccccc13)CCCCC2 (configuration not stated) | 6.3% | -6.1% | 1.9% | -1.5% | / | -0.1% | -11.4% | 5.6% | -5.9% | -1.2 | 45.3
COc1ccc(Cl)cc1NC(=O)NCc1cccnc1 | 4.0% | / | 2.5% | -0.8% | -4.1% | -4.9% | 8.0% | ? | 1.3% | -13.7 | 9.9
COc1ccc(N(C)S(=O)(=O)c2cccc(C(=O)NCC(c3cccs3)N(C)C)c2)cc1 (configuration not stated) | 1.9% | / | 0.0% | / | / | / | -1.8% | 8.6% | / | 7.8 | 6.1
C=C(C)CN1CCN(S(=O)(=O)c2ccc(C)c(N(C)S(=O)(=O)c3ccc(C)cc3)c2C)CC1 | 9.5% | -29.4% | -1.4% | 6.1% | / | -3.1% | -3.5% | 5.5% | 4.7% | -8.9 | -7.6
Cc1ccc(N2C(=O)C3C(c4ccccc4)(C2=O)C3(c2ccccc2)c2ccccc2)cc1 (configuration not stated) | -4.2% | -19.6% | -5.2% | 3.2% | 6.2% | -0.4% | 23.1% | -19.4% | -0.3% | -6.9 | -10.1
COc1ccccc1N1CCN(C(=O)C(=O)c2cn(CC(=O)N3CCOCC3)c3ccccc23)CC1 | -1.2% | / | 3.4% | / | -4.7% | 2.7% | 5.3% | ? | -0.5% | -8.4 | 4.8

Some of the compounds tested (hit frequency here may not be typical).
